RGS4 inhibitor – Inhibitors of Regulator of G Protein Signaling (RGS) 4: qHTS | Transcreener GDP fluorescence polarization, RGS4-accelerated GTP hydrolysis | Potency, µM (highest dose often 114 µM), for the others: top-dose activity change, negative = inhibition, actives largely listed as inhibitors | 390,000 compounds, 0.039% hits | AID 504845, 2011; also: % is scaled to controls: 0 for no effect and ±100 for the full control effect; nearly all actives have a fitted effect of over 75% in size; some results filed as inactive show a strong effect at the top dose
Target sequence (P49798 whole entry, looked up): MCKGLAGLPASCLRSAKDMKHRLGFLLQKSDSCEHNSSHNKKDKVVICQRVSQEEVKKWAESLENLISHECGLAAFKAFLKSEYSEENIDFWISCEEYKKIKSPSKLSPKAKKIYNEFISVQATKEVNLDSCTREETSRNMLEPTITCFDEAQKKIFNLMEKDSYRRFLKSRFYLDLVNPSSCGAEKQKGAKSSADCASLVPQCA
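MLSMR compounds (23 nl, pin-transferred) preincubated 10 min at room temperature with a 500nM (2x) first reagent, then RGS4 at 900nM (2x) plus Transcreener GDP mix added; fluorescence polarization (620/688 nm) read before and after 90 min at 30 °C.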
GLS inh – qHTS for Inhibitors of Glutaminase (GLS); GLS enzymatic activity, qHTS titration; Glutaminase kidney isoform, mitochondrial (Homo sapiens), O94925; 410,000 compounds, 0.21% hits; Potency, µM (titrated, usually from 45.5 µM), for the others: at the highest dose activity change, negative = inhibition, most hits filed as inhibitors; also: % is scaled to controls: 0 for no effect and ±100 for the full control effect
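Glutamate formation by hKGA was monitored fluorometrically using coupled glutamate oxidase, HRP and Amplex Red. Substrate was added as 1 mM L-glutamine solution; incubation was 30 min at RT after an initial read.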
PGK inhibitor – qHTS Assay to Find Inhibitors of Phosphoglycerate Kinase | Phosphoglycerate kinase, glycosomal (Trypanosoma brucei brucei), P07378 | 380,000 compounds, 0.043% hits | PGK/GAPDH coupled, Kinase-Glo luminescence, 60 min | Potency, µM (highest dose often 57.5 µM), inactives show at the highest dose activity change, negative = inhibition, hits mostly inhibitors | AID 602233, 2012; also: % is scaled to controls: 0 for no effect and ±100 for the full control effect; nearly all actives have a fitted effect of over 60% in size
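Luminescent ATP detection (Kinase-Glo Plus) follows a 60-minute room-temperature incubation, with wells lacking PGK as controls. Buffer: 100 mM TEA (pH 7.6), 5 mM MgCl2, 0.01% Tween-20. Coupling enzyme GAPDH (100 nM final) supplies unstable 1,3-BPG in-well.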
rTrxR1 inhibitor – qHTS Assay for Inhibitors of Mammalian Selenoprotein Thioredoxin Reductase 1 (TrxR1): qHTS; Thioredoxin reductase 1, cytoplasmic (Rattus norvegicus), O89049; recombinant rTrxR1, NADPH fluorescence consumption, selenite substrate; Potency, µM (doses to about 114 µM), inactives show at the highest dose activity change, negative = inhibition, usual class: inhibitors; 390,000 compounds, 1% hits; AID 588453, 2011; also: % is scaled to controls: 0 for no effect and ±100 for the full control effect; nearly all actives have a fitted effect of over 65% in size
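Rat TrxR1 (90 nM in the dispensed reagent) was pre-reduced with 400 uM NADPH for 5 min at room temperature, then incubated with compound for 15 min. After 400 uM selenite was added, NADPH fluorescence (Ex 340/Em 450 nm) was followed for 8 min.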
Pin1 inhibitor – qHTS Assay to Find Inhibitors of Pin1 | Peptidyl-prolyl cis-trans isomerase NIMA-interacting 1 (Homo sapiens), Q13526 | Pin1 FP peptide displacement, HiFluor488, 10 min | 390,000 compounds, 0.009% hits | Potency, µM (highest dose often 115 µM), for inactives: at the top dose activity, negative = inhibition, most hits filed as inhibitors | AID 504891, 2011; active = well fitted inhibition curve with a large enough effect in the polarisation, with a control signal flat, not every such curve was filed as active; inconclusive = small, poorly fitted or top-dose-only effect, or effect the other way, or a change in a side signal; inactive = no such curve, though single readings can be large or run the other way; the % refers to the polarisation; also: % is scaled to controls: 0 for no effect and ±100 for the full control effect
ERG Ets-DNA blk – qHTS for Small Molecule Inhibitors of the ERG Ets/DNA interaction | Transcriptional regulator ERG (Homo sapiens), P11308 | fluorescence polarization, His-ERG Ets domain / labelled DNA | Potency, µM (top dose mostly 76.9 µM), for inactives: at the highest dose FP activity, negative = inhibition, most hits filed as inhibitors | 370,000 compounds, 0.028% hits | AID 624246, 2012; active = well fitted inhibition curve with a large enough effect in the polarisation, with a control signal flat; inconclusive = small, poorly fitted or top-dose-only effect, or effect the other way, or a change in a side signal; inactive = no such curve, though single readings can be large or run the other way; the % refers to the polarisation;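 also: polarization taken with two DNA probes labelled with fluorescein and Texas red; % of control where 0% means no effect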
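His-tagged ERG Ets domain (1 uM in the protein solution; 300mM KCl, 50mM Tris-HCl, 1mM EDTA, 1mM DTT, pH 7.5) received compound, then a probe mix of 5 nM fluorescein-DNA and 100nM Texas-615-DNA. Fluorescence polarization was read for both dyes.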
ALOX12 inh – Primary qHTS assay for inhibitors of human arachidonate 12S-lipoxygenase (ALOX12): Round 2 | Polyunsaturated fatty acid lipoxygenase ALOX12 (Homo sapiens), P18054 | purified 12hLO, xylenol orange hydroperoxide absorbance | Potency, µM (doses to about 108 µM), without a hit: at the top dose activity change, negative = inhibition, hits mostly inhibitors | 580,000 compounds, 1.1% hits | AID 1671190, 2021; also: % is scaled to controls: 0 for no effect and ±100 for the full control effect
Target sequence (P18054 whole entry, looked up): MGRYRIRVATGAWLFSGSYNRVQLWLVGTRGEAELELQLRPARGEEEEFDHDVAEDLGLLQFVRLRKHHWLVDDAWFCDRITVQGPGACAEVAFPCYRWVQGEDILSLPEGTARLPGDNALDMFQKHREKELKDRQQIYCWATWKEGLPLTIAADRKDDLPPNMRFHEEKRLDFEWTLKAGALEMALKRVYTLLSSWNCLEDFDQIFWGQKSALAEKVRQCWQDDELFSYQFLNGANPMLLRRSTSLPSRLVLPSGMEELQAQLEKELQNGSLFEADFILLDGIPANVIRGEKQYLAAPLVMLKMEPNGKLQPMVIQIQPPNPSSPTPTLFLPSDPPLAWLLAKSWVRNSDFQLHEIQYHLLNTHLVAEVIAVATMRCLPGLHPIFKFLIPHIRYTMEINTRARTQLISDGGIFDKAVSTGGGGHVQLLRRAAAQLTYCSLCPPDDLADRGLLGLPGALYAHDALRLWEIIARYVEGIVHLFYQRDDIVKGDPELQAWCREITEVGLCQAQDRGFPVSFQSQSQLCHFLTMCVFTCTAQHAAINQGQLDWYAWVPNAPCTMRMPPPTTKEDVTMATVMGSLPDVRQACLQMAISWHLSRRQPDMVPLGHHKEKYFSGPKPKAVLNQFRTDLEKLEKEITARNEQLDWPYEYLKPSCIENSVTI
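Hydroperoxide product was detected by ferrous iron/xylenol orange as the 573 to 405 nm absorbance ratio. Arachidonic acid at 40 uM (final) was turned over for 30 min at room temperature by 150 nM human 12hLO, pH 7.0 Hepes buffer, after 15 min compound preincubation.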
HP1b binding inh – HTS for Inhibitors of HP1-beta Chromodomain Interactions with Methylated Histone Tails | AID 540317, 2011 | Chromobox protein homolog 1 (Homo sapiens), P83916 | AlphaScreen HP1-beta / biotin-H3K9me3 peptide binding | 390,000 compounds, 0.56% hits | Potency, µM (doses to about 114 µM), inactives show at the highest dose activity change, negative = inhibition, actives largely listed as inhibitors; also: nearly all actives have a fitted effect of over 70% in size; inactives centre near 23
Target sequence (P83916 whole entry, looked up): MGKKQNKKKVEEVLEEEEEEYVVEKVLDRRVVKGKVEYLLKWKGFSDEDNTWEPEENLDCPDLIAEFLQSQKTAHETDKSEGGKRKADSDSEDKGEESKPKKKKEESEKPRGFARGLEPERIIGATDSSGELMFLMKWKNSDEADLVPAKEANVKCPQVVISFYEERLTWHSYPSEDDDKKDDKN
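Compound inhibition of the preformed complex between 50 nM HP1-beta and 50 nM biotinylated H3K9me3 peptide was read by AlphaScreen. Buffer was PBS pH 7.4 with 0.01% Tween-20. Incubations ran 30 min at room temperature, with 10 ug/mL donor/acceptor beads.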
JMJD2A Tudor inh – qHTS Assay for Inhibitors of JMJD2A-Tudor Domain; Potency, µM (series often up to 114 µM), for inactives: at the top dose activity change, negative = inhibition, most hits filed as inhibitors; Lysine-specific demethylase 4A (Homo sapiens), O75164; AlphaScreen JMJD2A-Tudor / H3K4me3 peptide binding; 390,000 compounds, 4.4% hits; also: % is scaled to controls: 0 for no effect and ±100 for the full control effect; nearly all actives have a fitted effect of over 50% in size
* hit, by the source's call; i = inactive; ? = inconclusive; · = no result given; [ ] = another dose, or the depositor's remark. Unless noted, calls follow the shape of the dose curve; as a rule, active = well fitted curve in the direction sought with a large enough effect; inconclusive = small, poorly fitted or top-dose-only effect, or another doubt; inactive = no such curve, though single readings can be large; an effect the other way counts as inactive or inconclusive. Potency is read from the fitted curve at half-maximal effect. Only part of the results is shown, so the mix of outcomes need not match the whole.

1. CCOC(=O)c1c(NC(=O)COc2ccc(Br)cc2)sc(C(C)=O)c1C
2. COC(=O)CSc1snnc1-c1ccc(Cl)c(Cl)c1
3. O=C(O)/C=C/c1ccc(S(=O)(=O)Nc2ccc(C(=O)NCC(=O)O)cc2)cc1
4. CC(C)OC(=O)CSc1nc(N)c(C#N)c(-c2ccco2)c1C#N
5. O=C(Nc1cccc(S(=O)(=O)N2CCCCC2)c1)C1CCN(C(=O)c2ccc(Cl)cc2)CC1
6. CN1CCN(C(=O)CSc2nc(-c3cccs3)ccc2C#N)CC1
7. C/C(CC(=O)Nc1cccc(Cl)c1Cl)=N\NC(=O)c1ccccc1N
8. CN(C)S(=O)(=O)c1ccc(NC(=O)C2CCCN(C(=O)c3ccc(Cl)cc3)C2)cc1 (stereo not given)

screen / no.	1	2	3	4	5	6	7	8
RGS4 inhibitor	?	0%	1%	-11%[11.4 µM]	-20%	-39%	-7%	2%
GLS inh	0%	2%	193%[activator]	-15%	-1%	8%	-7%	8%
PGK inhibitor	-1%	-3%	?	-6%	-11%	-2%	-7%	18%
rTrxR1 inhibitor	17%[57.1 µM]	6%	12%[57.1 µM]	-60%	-1%	-47%	-19%[57.1 µM]	1%
Pin1 inhibitor	-2%	-1%	?	20%	15%	?	?	6%
ERG Ets-DNA blk	-3%	-6%	-3%	-7%	-4%	2%	0%	-9%
ALOX12 inh	-24%	0%	-6%	?	2%	?	-10%	-18%
HP1b binding inh	-7%	208%[activator]	-9%	47%[activator]	14%	17%	15%	40%[activator]
JMJD2A Tudor inh	-11%	133%[activator]	-31%	-12%[11.4 µM]	-8%	?	-23%	-2%[57.1 µM]

Fetched by compound from the entries so far (3):
3. O=C(O)/C=C/c1ccc(S(=O)(=O)Nc2ccc(C(=O)NCC(=O)O)cc2)cc1
5. O=C(Nc1cccc(S(=O)(=O)N2CCCCC2)c1)C1CCN(C(=O)c2ccc(Cl)cc2)CC1
8. CN(C)S(=O)(=O)c1ccc(NC(=O)C2CCCN(C(=O)c3ccc(Cl)cc3)C2)cc1 (stereo not given)

screen / no.	3	5	8
RGS4 inhibitor	1%	-20%	2%
GLS inh	193%[activator]	-1%	8%
PGK inhibitor	?	-11%	18%
rTrxR1 inhibitor	12%[57.1 µM]	-1%	1%
Pin1 inhibitor	?	15%	6%
ERG Ets-DNA blk	-3%	-4%	-9%
ALOX12 inh	-6%	2%	-18%
HP1b binding inh	-9%	14%	40%[activator]
JMJD2A Tudor inh	-31%	-8%	-2%[57.1 µM]

Following part:
9. COc1ccccc1CNC(=O)CCNS(=O)(=O)c1ccc2c(c1)CCCC(=O)N2
10. Cc1ccc(-c2nc3cccc(C)n3c2Nc2ccc3c(c2)OCCO3)cc1
11. NC(=O)c1sc2nc(-c3ccccc3)c3c(c2c1N)CCCC3
12. COc1ccccc1-c1nc(SCC(=O)NCc2ccccc2)c2c(=O)n(C)c(=O)n(C)c2n1
13. COc1ccc(CCNC(=O)c2ccco2)cc1
14. O=C(CCN1C(=O)C2C3C=CC(C3)C2C1=O)N1CCN(c2ccccc2F)CC1 (stereo not given)
15. O=C(CCc1nnc(C2(c3ccc(Cl)cc3)CCC2)o1)N1CCCC(O)C1 (stereo not given)
16. CC(C)C(OC(=O)c1cc2occc2n1C)C(=O)NCc1ccc2c(c1)OCO2 (stereo not given)

screen / no.	9	10	11	12	13	14	15	16
RGS4 inhibitor	-18%	7%	-21%	0%	-3%	8%	-10%	15%
GLS inh	-2%	1%	-1%	-2%	-4%	8%	1%	-10%
PGK inhibitor	-5%	2%	-6%	-3%	i	-1%	i	-9%[11.5 µM]
rTrxR1 inhibitor	15%	58%[activator]	1%	5%[57.1 µM]	7%[57.1 µM]	5%	-4%	22%
Pin1 inhibitor	3%	-1%	?	4%	-1%	-1%	-5%	-10%
ERG Ets-DNA blk	8%	-14%	-20%	5%	-8%	-3%	8%	·
ALOX12 inh	-28%	-28%	-24%	-4%	4%	-2%	1%	?
HP1b binding inh	20%	?	67%[activator]	20%[57 µM]	24%	37%	20%	4%
JMJD2A Tudor inh	-4%	11µM*	-5%	-2%	5%	-10%	1%	-17%

17. CCOC(=O)[C@@H]1[C@H]2COc3cc(OC)ccc3[C@@H]2N2C(=O)N(c3ccc(C(F)(F)F)cc3)C(=O)[C@@]12C
18. CC(C)c1ccc(N(CC(=O)NCc2ccc(F)cc2)C(=O)c2snc(C(N)=O)c2N)cc1
19. C/C(=N\Nc1nc2ccccc2[nH]1)c1cc2ccccc2o1
20. Cc1ccc(NC(=O)Cn2nnc(-c3ccccc3)n2)c(C)c1
21. Cc1ccc(SCC(=O)OCn2nnc3ccccc3c2=O)cc1C
22. CCCCOP(=O)(OCCCC)C(O)c1ccc(N(C)C)cc1 (stereo not given)
23. Cc1nc(-c2ccc(F)cc2)sc1CCNC(=O)c1ccc(OC(C)C)cc1
24. COc1ccc(C(C(=O)NC2CCCCC2)N(C(=O)c2snc(C(N)=O)c2N)c2ccc(OC)cc2OC)cc1 (stereo not given)

screen / no.	17	18	19	20	21	22	23	24
RGS4 inhibitor	4%	13%	17%	5%	-22%	-17%	-29%	4%
GLS inh	2%	5%	?	7%	-4%	12%	4%	-8%
PGK inhibitor	i	3%	-1%	4%	i	-8%	-6%	-7%
rTrxR1 inhibitor	10%[57.1 µM]	-26%[57.1 µM]	10%[57.1 µM]	29%[57.1 µM]	-29%	1%	7%[57.1 µM]	35%
Pin1 inhibitor	-1%	-1%	4%	3%	3%	-4%	-1%	2%
ERG Ets-DNA blk	7%	6%	25%	4%	·	0%	-1%	5%
ALOX12 inh	0%	-27%	?	-9%	-4%	139%[activator]	-27%	-12%
HP1b binding inh	18%	45%[activator]	?	15%	90%[activator]	11%	8%[57 µM]	50%[activator]
JMJD2A Tudor inh	-25%	-3%	45µM*	6%	17%	-11%	-26%	-5%

25. O=S(=O)(c1ccc(Cl)cc1)N1CCC(n2cccc2)CC1
26. CC1=NN=C(c2ccccc2)C(c2c[nH]c3ccccc23)N1O (stereo not given)
27. C#CCCc1cocc1/C=[N+](\[O-])c1ccc(C(=O)OCC)cc1
28. C/C(CC(=O)Nc1ccc(Cl)cc1Cl)=N\NC(=O)c1ccco1
29. O=C(Cc1cccc(NC(=O)C2CCCN(C(=O)CCc3ccccc3)C2)c1)Nc1ccc(C(=O)N2CCCCC2)cc1 (stereo not given)
30. O=c1c2cccnc2n(Cc2cccc(F)c2)c(=O)n1Cc1ccc(F)cc1
31. Cc1[nH]c2ccc(S(N)(=O)=O)cc2c1C
32. Cc1ccc(Oc2nc3ccccn3c(=O)c2/C=C(\C#N)C(=O)Nc2c(C)n(C)n(-c3ccccc3)c2=O)cc1

screen / no.	25	26	27	28	29	30	31	32
RGS4 inhibitor	1%	-8%	-22%	-20%	4%	6%	37%	-12%
GLS inh	8%	19%	19%	-1%	-9%	-14%	27%	6%
PGK inhibitor	-2%	-13%	8%	i	-4%	9%	i	5%
rTrxR1 inhibitor	25%[57.1 µM]	?	-14%	-18%	12%	21%	?	0%
Pin1 inhibitor	4%	2%	1%	4%	6%	3%	-2%	-3%
ERG Ets-DNA blk	5%	-1%	5%	1%	0%	0%	-6%	1%
ALOX12 inh	0%	?	?	-8%	-9%	-15%	0%	-11%
HP1b binding inh	?	-10%	20%	35%	38%	73%[activator]	-9%	17%
JMJD2A Tudor inh	?	-19%	-34%	-9%	-13%	53%[activator]	-20%	5%

33. CC(=O)N1CCCc2cc(S(=O)(=O)N(CCN(C)C)Cc3ccccc3)ccc21
34. CC1CN(C(=O)N2c3ccccc3Sc3ccccc32)C(C)CC1=O (stereo not given)
35. O=C(CSc1ccc(-c2nc3ccccc3[nH]2)cn1)Nc1ccc2c(c1)OCCO2
36. c1cc2c(cnc3cscc32)s1
37. Nc1ccccc1Nc1c(F)c(F)nc(F)c1Cl
38. Cn1c2ccccc2c2cnn(CC(=O)Nc3ccc(F)cc3F)c(=O)c21

screen / no.	33	34	35	36	37	38
RGS4 inhibitor	7%	-1%[56.9 µM]	-31%	-29%	-14%	-3%[11.4 µM]
GLS inh	16%	10%	-10%	-9%	31%[activator]	-3%
PGK inhibitor	2%	6%	i	-4%	-4%	-2%
rTrxR1 inhibitor	22%[57.1 µM]	6%	25%	20%	-4%	5%
Pin1 inhibitor	11%	?	36%[activator]	1%	0%	11%
ERG Ets-DNA blk	-5%	-6%	·	-6%	9%	-4%
ALOX12 inh	2%	-29%	·	-21%	-1%	-25%
HP1b binding inh	26%[57 µM]	34%	8%	41%[activator]	13%	34%
JMJD2A Tudor inh	0%	-16%[57.1 µM]	-13%	-10%	-33%	-1%[11.4 µM]
